Screening results as filed in PubChem BioAssay.
PAFAH2 inh = PAFAH2 (human) inhibition; recombinant PAFAH2, FP-rhodamine activity probe, fluorescence polarization; hit rate 0.99% among 340,000; Q99487; inhibition, % at 3.39 µM;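 active = inhibition above the mean over all tested compounds plus 3 SD, cut at about 30% in these data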;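 also: inhibitors block probe labeling of enzyme so polarization drops; 0% = enzyme with DMSO and 100% = wells lacking PAFAH2 protein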
PP5 primary = blocks human protein phosphatase 5 activity | P53041 | purified PP5c, OMFP substrate fluorescence | inhibition, % at 6.7 µM | hit rate 0.18% among 320,000 | AID 1987;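 active = inhibition above the campaign's mean inhibition across all tested compounds plus 3 SD, cut at about 9.5% in these data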;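 also: 0% = DMSO only and 100% = 100 µM cantharidin control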
Target sequence (P53041 whole entry, looked up): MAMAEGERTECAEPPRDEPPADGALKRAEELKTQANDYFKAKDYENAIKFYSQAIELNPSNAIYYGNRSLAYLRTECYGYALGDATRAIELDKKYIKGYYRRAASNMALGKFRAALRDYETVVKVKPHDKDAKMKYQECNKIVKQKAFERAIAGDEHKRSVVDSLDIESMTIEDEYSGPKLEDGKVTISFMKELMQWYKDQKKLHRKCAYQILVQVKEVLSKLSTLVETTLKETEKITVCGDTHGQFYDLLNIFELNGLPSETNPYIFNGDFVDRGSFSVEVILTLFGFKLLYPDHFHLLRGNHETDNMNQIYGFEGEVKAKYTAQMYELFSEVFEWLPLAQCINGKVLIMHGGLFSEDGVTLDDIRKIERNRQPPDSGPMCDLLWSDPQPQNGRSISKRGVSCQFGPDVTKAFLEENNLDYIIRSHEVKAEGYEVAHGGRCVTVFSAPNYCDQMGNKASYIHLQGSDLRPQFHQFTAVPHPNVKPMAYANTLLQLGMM
core dimer inh = blocks dimerization of HCV core protein | inhibition, % at 5 µM | hit rate 0.33% among 300,000 | AID 1899 | TR-FRET GST/Flag-core106 dimerization, 1536-well;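 active = inhibition above the mean of all tested compounds plus 3 SD, set per screening campaign, cut at about 45% in these data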
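Assay system: GST-tagged and Flag-tagged HCV core protein residues 1-106 / Times: compound-protein-antibody incubation 4 h at 22.5 °C / Signal: time-resolved FRET, ex 340 nm, em 617 and 671 nm / Evaluation: % inhibition based on acceptor/donor emission ratio / Benchmarks: wells lacking GST-core106 and wells with excess unlabelled core106 / Repeats: singlicate, one well per compound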
procasp7 counter = counter-screen for procaspase-3 activators: activators of human procaspase-7; P55210; recombinant procaspase-7, Ac-DEVD-pNA absorbance 405 nm; D23A/D198A/D206A triple mutant, cannot self-cleave; scale: DMSO 0, 5 µM enzyme 100; activation, % at 8.5 µM; hit rate 0.093% among 330,000; AID 463210;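 active = percent activation above the screen-wide mean plus 3 SD, cut at about 25% in these data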
Target sequence (P55210 whole entry D23A/D198A/D206A): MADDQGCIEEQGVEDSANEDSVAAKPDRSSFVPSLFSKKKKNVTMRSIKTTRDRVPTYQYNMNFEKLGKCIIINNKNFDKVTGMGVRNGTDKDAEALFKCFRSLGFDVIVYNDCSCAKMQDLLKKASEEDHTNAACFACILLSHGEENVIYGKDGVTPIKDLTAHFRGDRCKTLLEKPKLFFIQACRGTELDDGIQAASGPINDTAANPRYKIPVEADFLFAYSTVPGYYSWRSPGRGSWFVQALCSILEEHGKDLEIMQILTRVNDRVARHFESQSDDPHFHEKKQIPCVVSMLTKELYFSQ
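Assay system: Uncleavable procaspase-7 mutant enzyme | Input: 2 µM procaspase-7 mutant as dispensed | Timing: 1 h compound preincubation, 2 h substrate cleavage, 25 °C | Repeats: One well per compound | Control set: DMSO wells as 0%, DMSO with 5 µM added PC-7 as 100% | Technique: Epi-absorbance of released pNA at 405 nm, two timepoints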
PP1 counter = PP1-alpha (human) inhibition in PP5 counter-screen; purified PP1alpha, OMFP fluorescence; inhibition, % at 6.7 µM; P62136; hit rate 0.9% among 320,000;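 active = inhibition above the mean inhibition of all tested compounds plus 3 SD, computed separately for each screening campaign, cut at about 15% in these data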
CTSL1 counter = cathepsin L1 inhibition, PFM18AAP counter-screen | recombinant F. hepatica cathepsin L1, Z-Leu-Arg-MCA fluorescence | inhibition, % at 5.96 µM | hit rate 0.49% among 300,000 | AID 1906;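 active = inhibition above the mean of all tested compounds plus 3 SD, set per screening campaign, cut at about 17% in these data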;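 also: 0% = plate median of test compound wells and 100% = 1 µM Z-Phe-Ala-diazomethylketone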
procasp3 activ = activates human procaspase-3. AID 463141. hit rate 0.11% among 330,000. P42574. recombinant procaspase-3 D3A, Ac-DEVD-pNA absorbance 405 nm. activation, % at 8.5 µM;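 active = activation above the mean of all tested compounds plus 3 SD, cut at about 21% in these data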;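 also: 0% = DMSO alone and 100% = DMSO wells spiked with extra 5 µM PC-3 D3A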
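Technique: 405 nm absorbance of p-nitroaniline, reads at 0 and 120 min; Test system: Procaspase-3 D3A mutant; Incubation: 1 h enzyme-compound preincubation, then 2 h substrate reaction, 25 °C; Repeats: singlicate, each compound tested once; Benchmarks: low control DMSO wells, high control DMSO plus 5 µM PC-3 D3A.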
TPT1 inh = inhibitors of Candida albicans tRNA 2'-phosphotransferase TPT1 | recombinant caTPT1, FP RNA substrate dephosphorylation | inhibition, % at 5 µM | hit rate 0.81% among 300,000 | AID 1962;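 active = inhibition above the mean of all tested compounds plus 3 SD, set per screening campaign, cut at about 24% in these data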;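 also: plate controls were DMSO alone for no effect and ferristatin control at 100 nM for full effect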
AHR activator = activates the human aryl hydrocarbon receptor | hit rate 2.5% among 320,000 | activation, % at 5 µM | AHR-responsive luciferase reporter cells, luminescence | P35869; in the data active = activation above about 47%;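 also: 0% = vehicle wells and 100% = reference agonist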
Numbers without * were called inactive; . = not tested or not shown.

Start of the data: the first seven compounds, ahead of the listing:
Every second line gives: PAFAH2 inh	PP5 primary	core dimer inh	procasp7 counter	PP1 counter	CTSL1 counter	procasp3 activ	TPT1 inh	AHR activator
- COc1ccc(NC(=O)CCS(=O)(=O)c2ccc3nc(C)sc3c2)cc1OC
  -3	-0.3	-13	-8	1	1	-12	-3	2
- COc1ccc(CCNC(=O)COC(=O)/C=C/c2cccc(F)c2)cc1
  24	.	.	0	.	.	12	.	-1
- O=C(Nc1ccc(C(F)(F)F)cc1)c1cnc(N2CCN(c3ccccn3)CC2)c2ccccc12
  .	0.8	-63	-2	0	1	-1	-4	44
- COc1cccc(C2NC(CC(C)C)(C(=O)O)C3C(=O)N(Cc4ccccc4)C(=O)C23)c1O (configuration not stated)
  -1	2.8	1	8	-8	-1	-3	1	1
- Cc1ccc(CN(c2ccc(C(=O)NCc3cccnc3)cc2)S(C)(=O)=O)cc1
  0	1.7	1	2	0	0	4	-1	2
- CCCC(=O)Nc1ccc(C(=O)O)cc1NC(=O)CCC
  6	1.5	2	7	-1	2	-1	-3	1
- O=S(=O)(c1ccc2c(c1)OCCO2)N1CCc2ccccc21
  3	0.2	2	-2	1	0	7	-3	-1

The whole of this part, repeating the preview:
Every second line gives: PAFAH2 inh	PP5 primary	core dimer inh	procasp7 counter	PP1 counter	CTSL1 counter	procasp3 activ	TPT1 inh	AHR activator
- COc1ccc(NC(=O)CCS(=O)(=O)c2ccc3nc(C)sc3c2)cc1OC
  -3	-0.3	-13	-8	1	1	-12	-3	2
- COc1ccc(CCNC(=O)COC(=O)/C=C/c2cccc(F)c2)cc1
  24	.	.	0	.	.	12	.	-1
- O=C(Nc1ccc(C(F)(F)F)cc1)c1cnc(N2CCN(c3ccccn3)CC2)c2ccccc12
  .	0.8	-63	-2	0	1	-1	-4	44
- COc1cccc(C2NC(CC(C)C)(C(=O)O)C3C(=O)N(Cc4ccccc4)C(=O)C23)c1O (configuration not stated)
  -1	2.8	1	8	-8	-1	-3	1	1
- Cc1ccc(CN(c2ccc(C(=O)NCc3cccnc3)cc2)S(C)(=O)=O)cc1
  0	1.7	1	2	0	0	4	-1	2
- CCCC(=O)Nc1ccc(C(=O)O)cc1NC(=O)CCC
  6	1.5	2	7	-1	2	-1	-3	1
- O=S(=O)(c1ccc2c(c1)OCCO2)N1CCc2ccccc21
  3	0.2	2	-2	1	0	7	-3	-1
- CCOc1ccc(CN(C)C(=O)c2ccc(=O)[nH]c2)cc1
  6	3.0	-2	-2	-3	0	1	4	0
- CC(=O)NC1C(=O)Nc2c(C)cc(C)cc21 (configuration not stated)
  -3	1.1	-5	0	1	0	1	-4	2
- CC(C)=C(NC(=O)c1ccccc1)C(=O)Nc1ccc(C(=O)O)cc1
  1	-0.7	-2	11	2	-2	7	0	-2
- N/C(=N\OS(=O)(=O)c1ccccc1)c1ccncc1
  -5	-0.9	-2	-1	-2	33*	-7	-1	4
- Cc1[nH]c2ccc(OCc3ccccc3)cc2c1CCN1C(=O)OC(C)(C)C1(C)O (configuration not stated)
  2	4.2	5	6	-1	-1	1	2	39
- Cc1ccc2nc(C)cc(C(=O)OCC(=O)Nc3c(C)n(C)n(-c4ccccc4)c3=O)c2c1
  5	-0.1	1	4	-2	-8	-1	2	-1
- Cc1ccc(S(C)(=O)=O)cc1S(=O)(=O)Nc1ccccc1
  -1	-0.9	4	2	2	-1	4	-5	1
- Cc1ccc(NC(=O)C2CCN(S(=O)(=O)c3ccc4c(c3)NC(=O)C(C)S4)CC2)cc1C (configuration not stated)
  -8	4.7	17	-4	0	-2	1	0	-1
- Cc1ccc(C)c(N2N=C(C(=O)OCc3nnc(-c4ccccc4)o3)CCC2=O)c1
  12	-1.9	2	2	-3	-5	9	0	0
- O=C1/C(=C/c2ccco2)N=C(N2CCCCC2)N1c1ccccc1
  6	2.0	-2	-7	3	1	-10	7	6
- O=C(Cn1nc(-c2cccc([N+](=O)[O-])c2)c2ccccc2c1=O)NCC1CCCO1 (configuration not stated)
  3	-0.3	12	2	-6	2	3	5	2
- CCCCN(C(=O)CSc1nnnn1C)c1c(N)n(Cc2ccccc2)c(=O)[nH]c1=O
  0	1.5	-1	4	-3	-1	3	-1	0
- COc1ccc(-c2nc(CS(=O)CC(=O)NCCN3CCCCCC3)c(C)o2)cc1OC (configuration not stated)
  3	1.6	-4	-10	10	-3	-7	-2	6
- CCOC(=O)c1ccc(N2CCOCC2)c(NC(=O)c2nccnc2C(=O)O)c1
  0	3.1	2	-9	3	4	-4	3	1
- CCN(CC)C(=O)Cn1nc(C)c2ccccc2c1=O
  5	0.2	-6	-6	0	-3	1	-3	5
- Cc1ccc(-n2nc3c(=O)n(CC(=O)NCCCc4ccccc4)nc(C)c3c2C)cc1
  0	2.7	12	11	-2	3	13	1	-2
- O=C(NCCN1CCN(Cc2ccccc2)CC1)C1CC(=O)N(C2CCCC2)C1 (configuration not stated)
  0	0.8	-5	5	-3	1	-4	-7	-2
- COc1cc(OC)c(CNC2CCCCCC2)cc1Br
  3	0.4	-3	7	2	11	-5	-5	0
- NC(=O)C[n+]1cccc(C(N)=O)c1
  -6	2.2	1	-5	0	-4	3	2	4
- CC/C(=N/Nc1ccccc1Cl)c1cnnc(-c2ccccc2)n1
  -3	-1.4	0	1	-7	4	-1	1	-2
- Cc1ccc(C)c(S(=O)(=O)N2CCN(CC(=O)Nc3ccc4c(c3)CCC4)CC2)c1
  -3	6.5	2	-10	-3	-4	-2	1	-3
- O=C(NS(=O)(=O)c1ccc(NC(=O)C2CCCO2)cc1)c1ccccc1 (configuration not stated)
  -3	2.5	-4	-6	0	-2	-5	1	-1
- CCC(C(=O)Nc1nc(C)c(C(=O)OC)s1)c1ccccc1 (configuration not stated)
  0	2.9	2	0	2	-3	10	0	4

A second format for part of the listing above:
| Molecule | PAFAH2 inh | PP5 primary | core dimer inh | procasp7 counter | PP1 counter | CTSL1 counter | procasp3 activ | TPT1 inh | AHR activator |
| --- | --- | --- | --- | --- | --- | --- | --- | --- | --- |
| CCOC(=O)c1ccc(N2CCOCC2)c(NC(=O)c2nccnc2C(=O)O)c1 | 0 | 3.1 | 2 | -9 | 3 | 4 | -4 | 3 | 1 |
| CCN(CC)C(=O)Cn1nc(C)c2ccccc2c1=O | 5 | 0.2 | -6 | -6 | 0 | -3 | 1 | -3 | 5 |

More entries
Every second line gives: PAFAH2 inh	PP5 primary	core dimer inh	procasp7 counter	PP1 counter	CTSL1 counter	procasp3 activ	TPT1 inh	AHR activator
- CCOC(=O)C1CCCN(c2c(N3CCN(C4CCCCC4)CC3)c(=O)c2=O)C1 (configuration not stated)
  4	2.5	-1	6	-2	1	-3	0	0
- CCC1CCCCN1C(=O)COC(=O)c1cc(C)nc2ccccc12 (configuration not stated)
  -1	0.2	.	9	-3	.	9	.	2
- O=C(CNC(=O)c1ccc(Cl)cc1)OC1CCOC1=O (configuration not stated)
  9	3.8	-1	6	-4	-11	6	-9	0
- O=C(Cn1nnc(-c2ccccc2-n2cnnn2)n1)NCc1ccccc1
  7	-0.3	2	0	-6	0	0	2	14
- CCCCC1C(=O)CC[C@H]2[C@@H]1CC(=O)[C@@H]2C/C=C\CCCC(=O)O (some centres not stated)
  -1	-3.1	15	-3	-1	-4	2	2	0
- CCC(=O)NC(=S)Nc1ccc(NC(=O)c2ccccc2[N+](=O)[O-])cc1
  4	-0.6	3	-9	-2	-2	-2	4	-2
- O=C1C(=O)N(Cc2cccnc2)C(c2cccc(Br)c2)/C1=C(/O)c1ccc2c(c1)OCO2 (configuration not stated)
  5	2.2	-9	-26	1	2	2	-2	5
- COC(=O)Cn1c(CCS(=O)(=O)c2ccc(C)cc2)nc2ccccc21
  11	2.5	-1	-2	-3	-2	-6	23	1
- C/C(=N\Nc1nccnc1Cl)c1c(F)c(F)c(F)c(F)c1F
  0	-0.3	9	-2	0	-2	0	-3	-2
- COC(=O)c1c(-n2cnnn2)sc(C)c1C
  3	0.8	3	-6	0	1	3	1	1
- Cc1ccc(Cl)c(NC(=O)CN(C)CC(=O)Nc2ccc(F)c(F)c2F)c1Cl
  -7	-0.4	2	0	-3	2	4	2	1
- COc1cc(/C=C/C(=O)c2ccc(C)cc2)ccc1OCC#N
  0	1.2	-3	0	8	0	6	-2	-2
- CCC(CC)C(=O)Nc1nnc(-c2cccs2)s1
  -2	0.4	2	-10	4	0	-1	-2	73*
- CCO[C@@H]1OC(C(=O)NCc2ccccc2)=C[C@H](C2CC2)[C@H]1CCCO
  -10	1.8	7	-2	4	0	-4	0	1
- Cc1cccc(NC(=S)NC(=O)C2CC2)c1
  2	3.3	-17	7	0	3	-1	-3	8
- Cc1nc(-c2ccc(NC(=O)CC(C)C)cc2)cs1
  -2	0.7	-11	-8	0	-3	4	-2	0
- CCn1cnc2cc(NCc3ccc(Br)cc3)ccc21
  .	0.8	2	-4	-2	2	-5	1	107*
- COc1ccc(CNC(=O)c2cc3c(s2)CS(=O)C3)cc1 (configuration not stated)
  -12	-2.2	19	4	-1	-2	-1	-1	-1
- CCOc1ccc(CCNC(=O)C2CCN(S(=O)(=O)c3ccc(C)cc3)CC2)cc1OCC
  3	2.6	-10	0	1	2	0	2	2
- Cn1c(CNC(=O)C2CCCCC2)cc2ccccc21
  2	0.9	9	-1	-4	-3	0	-2	3
- Clc1ccc(CSc2nnc(-c3cccnc3)n2Cc2ccco2)c(Cl)c1
  7	3.2	48*	1	2	-1	-4	22	12
- CCOC(=O)Nc1ccc2c(c1)nc(CN1CCCCC1)n2C
  -2	1.5	-3	0	-1	-5	3	-3	7
- CN1CCc2cc(Cl)c(O)cc2[C@@H](c2ccccc2)C1
  6	1.3	-4	7	2	-5	10	-1	2
- O=C(C1CCN(C2CC(=O)N(Cc3ccccc3)C2=O)CC1)N1CCCCCC1 (configuration not stated)
  -3	0.7	5	-24	-4	-1	-23	-1	5
- Cc1cc(=O)oc2cc(NC(=O)C(C)Oc3ccccc3)ccc12 (configuration not stated)
  -4	-0.7	0	4	-4	0	2	-1	2
- NS(=O)(=O)c1ccc(NC(=O)Nc2ccc(S(N)(=O)=O)cc2)cc1
  .	0.5	0	-4	-2	-2	-6	6	2
- CCC(=O)NC(c1ccc(C)cc1)c1cc(Cl)c2cccnc2c1O (configuration not stated)
  5	.	.	5	.	.	5	.	12
